Bioassay records: PubChem BioAssay, several laboratories
rCAG RNA binder: binders of r(CAG) RNA repeats, primary screen, biochemical, fluorescence; AID 651821, 2012; 370,000 tested, 1.3% active; inhibition, % at 3 µM; r(CAG) RNA repeat, TO-PRO-1 dye displacement fluorescence;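 active = inhibition above the plate cutoff, the mean of all test compounds on that plate plus 3 SD, cut at about 35% in these data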;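 note: 0% = DMSO alone and 100% = 100 µM mitoxantrone as full dye displacement; higher means more dye released from RNA so lower well fluorescence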
NPR1 activator: GC-A stimulated cGMP production enhancers – HEK293 GC-A cells, cGMP TR-FRET, EC30 ANP, primary screen. 0% at EC30 ANP, 100% saturating ANP. AID 1671463, 2021. Atrial natriuretic peptide receptor 1 (Homo sapiens), P16066. 370,000 tested, 0.14% active. activation, % at 10 µM; in the data active = activation above about 40%
PG9 Ab binder: binders of HIV-1 gp120 antibody PG9, primary screen, biochemical, TR-FRET | HIV-1 gp120 / PG9 antibody interaction | TR-FRET gp120-PG9 antibody binding | inhibition, % at 6.7 µM | 360,000 tested, 0.43% active; in the data active = inhibition above about 8.5%
ABHD4 inh: ABHD4 inhibitors, primary screen, biochemical, fluorescence polarization, mouse. (Lyso)-N-acylphosphatidylethanolamine lipase (Mus musculus), Q8VD66. purified mABHD4, FP-Rh probe fluorescence polarization. inhibition, % at 8.92 µM. 370,000 tested, 0.54% active. AID 720543, 2013;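 active = inhibition exceeding the mean over every tested compound plus 3 SD, cut at about 30% in these data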;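 note: 0% = plate median of compound wells and 100% = S159A mutant with DMSO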
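Assay system: Wild-type mouse ABHD4 protein | Medium: HEPES pH 7.0 buffer, 150 mM NaCl, 0.01% Pluronic F-127 | Incubation: Enzyme–compound pre-incubation 45 min, then probe 60 min, both 25 °C | Technique: Fluorescence polarization with parallel and perpendicular emission, 525/598 nm | Evaluation: % inhibition of FP-Rh probe binding versus controls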
ARFGAP1 inh: inhibitors of rat ARFGAP1 GAP activity, primary screen, biochemical, fluorescence polarization, GDP tracer; Arfgap1-stimulated ARF1 GTP hydrolysis, GDP FP detection; 360,000 tested, 0.26% active; inhibition, % at 16.5 µM; ADP-ribosylation factor GTPase-activating protein 1 (Rattus norvegicus), Q62848;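 active = inhibition above a per-plate limit, mean inhibition of low control wells plus 3 SD, cut at about 25% in these data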;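 note: 0% = DMSO wells with enzyme and 100% = wells lacking Arfgap1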
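Material: rat Arfgap1 catalytic domain, aa 1-136; also added: human ARF1(Δ1-17)-GTP substrate; compound dosing: one concentration, 16.5 µM, DMSO 1.26%; incubation: GTP hydrolysis reaction 2 h at 25 °C; measured by: Tracer-displacement fluorescence polarization with EDTA stop, 620/688 nm; evaluation: % inhibition from polarization; repeats: one replicate per compound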
HTRA1 inhibitor: HTRA1 serine protease inhibitors, primary screen, biochemical, fluorescence polarization, HTS; Q92743; recombinant HTRA1, FP-rhodamine activity-based probe; inhibition, % at 5.96 µM; 340,000 tested, 0.5% active; in the data active = inhibition above about 36%;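 note: 0% = enzyme with DMSO and 100% = wells lacking enzyme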
NR1D1 modulator: modulators of Rev-erb alpha DNA binding, primary screen, biochemical, FITC-DNA, fluorescence polarization, uHTS | Nuclear receptor subfamily 1 group D member 1 (Homo sapiens), P20393 | Rev-erbα–FITC-DNA binding, 90 min | activity, % at 10 µM | 370,000 tested, 0.79% active | AID 1259318, 2017;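 active = activity above about 14%, limit read from the data; passing the limit was not always enough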;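 note: 0% = DMSO wells with 35 nM protein and 100% = DMSO wells with 750 nM protein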
Target sequence (P20393 whole entry, looked up): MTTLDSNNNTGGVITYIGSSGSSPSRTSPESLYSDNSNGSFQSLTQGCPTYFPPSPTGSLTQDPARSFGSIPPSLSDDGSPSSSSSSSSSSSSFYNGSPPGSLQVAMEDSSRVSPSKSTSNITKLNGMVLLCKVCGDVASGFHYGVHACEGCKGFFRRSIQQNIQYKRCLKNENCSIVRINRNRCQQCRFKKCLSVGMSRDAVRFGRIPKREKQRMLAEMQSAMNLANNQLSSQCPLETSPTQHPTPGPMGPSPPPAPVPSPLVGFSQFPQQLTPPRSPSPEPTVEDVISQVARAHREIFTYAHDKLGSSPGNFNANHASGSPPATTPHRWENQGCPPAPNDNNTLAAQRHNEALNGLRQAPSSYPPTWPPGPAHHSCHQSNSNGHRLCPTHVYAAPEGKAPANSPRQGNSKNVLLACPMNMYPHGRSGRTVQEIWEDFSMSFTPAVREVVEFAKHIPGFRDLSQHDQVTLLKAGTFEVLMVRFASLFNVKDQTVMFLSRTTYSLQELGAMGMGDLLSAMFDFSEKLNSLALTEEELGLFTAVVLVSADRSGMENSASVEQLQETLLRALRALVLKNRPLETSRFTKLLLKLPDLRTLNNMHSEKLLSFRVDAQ
SMARCA2 act: SMARCA2 (BRM) function activators, primary screen, cell-based, luminescence, high throughput; activation, % at 9.1 µM; MG213 cells, MMTV-luciferase reporter, dexamethasone, overnight; AID 652017, 2013; 370,000 tested, 1% active; in the data active = activation above about 7.8%;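 note: 0% = vehicle wells and 100% = reference activator wells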
ASAP1 GAP inh: inhibitors of human ASAP1 ArfGAP activity, primary screen, biochemical, fluorescence polarization | ASAP1-stimulated ARF1 GTP hydrolysis, GDP FP detection | inhibition, % at 16.5 µM | 360,000 tested, 0.19% active | AID 624377, 2012; in the data active = inhibition above about 25%;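 note: 0% = vehicle with enzyme and substrate and 100% = no enzyme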
Target sequence (Q9ULH1 325-724 limits assumed): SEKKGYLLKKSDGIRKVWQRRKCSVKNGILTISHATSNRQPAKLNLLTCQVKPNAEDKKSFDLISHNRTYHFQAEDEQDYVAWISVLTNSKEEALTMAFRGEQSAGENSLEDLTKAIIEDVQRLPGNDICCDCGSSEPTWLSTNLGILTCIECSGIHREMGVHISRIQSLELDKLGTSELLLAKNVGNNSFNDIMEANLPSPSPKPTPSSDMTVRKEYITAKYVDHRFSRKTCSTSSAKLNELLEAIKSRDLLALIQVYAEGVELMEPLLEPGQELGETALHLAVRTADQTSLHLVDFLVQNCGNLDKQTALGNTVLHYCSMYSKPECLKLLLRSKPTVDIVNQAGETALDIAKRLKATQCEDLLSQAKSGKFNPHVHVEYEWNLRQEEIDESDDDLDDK
GC-B act: human GC-B receptor activators, primary screen, HEK293 GC-B cells, cGMP TR-FRET, EC30 CNP | Atrial natriuretic peptide receptor 2 (Homo sapiens), P20594 | 0% at EC30 CNP, 100% saturating CNP | activation, % at 10 µM | 370,000 tested, 0.11% active | AID 1920062, 2024;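 active = activation at 10 µM reaching about 35% in either raw or pattern-adjusted values, limit read from the data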
* marks the source's active call; other numbers are inactive results; nt = no result given; & = joins results of further samples.

SMILES	rCAG RNA binder	NPR1 activator	PG9 Ab binder	ABHD4 inh	ARFGAP1 inh	HTRA1 inhibitor	NR1D1 modulator	SMARCA2 act	ASAP1 GAP inh	GC-B act
CC(C)NC(=O)c1cc(C2CCCCN2S(=O)(=O)c2ccc(C#N)cc2)on1 (stereo unspecified)	1.3	3.8	-2.4	-1.1	-1.2	nt	6.8	2.1	-2.9	0.4
O=C(Nc1ccccc1-c1ccccc1)c1cccs1	-2.3	1.8	-3.8	-14.0	-9.2	-2.6	3.9	-3.3	4.3	-0.1
COC(=O)c1ccccc1-n1c(C)nc(=O)c(-c2ccccc2)c1C	-3.2	4.0	0.1	4.2	-7.0	-0.6	-6.6	2.0	-7.2	13.3
O=C(O)CCn1c2c(c3ccccc31)CCCC2	1.7	-0.7	0.4	6.9	3.0	-2.7	-4.1	-3.2	0.8	5.9
Cc1ccc(S(=O)(=O)N2CCOCC2)cc1C(=O)N1CCN(c2ccc(C(F)(F)F)cn2)CC1	0.7	-3.4	1.1	-7.6	8.2	-2.2	-4.8	-5.2	9.6	1.7
COc1cccc(NC(=O)N(C)C[C@H]2Oc3ncc(Br)cc3C(=O)N([C@H](C)CO)C[C@H]2C)c1	0.4	-10.3	-1.3	-0.3	5.5	0.9	-7.5	-2.6	7.3	-11.8
S=C(NCCc1ccccc1)NCc1cccs1	-3.2	0.5	1.6	-8.2	2.3	-2.8	1.3	2.3	3.3	-7.6
O=C(c1nc2ccccn2c1CNCCn1ccc2ccccc21)N1CCOCC1	3.3	-0.5	-3.0	6.7	6.9	3.0	-0.8	-0.2	3.4	2.9
CC(C)(C)c1ccc(-c2noc(CCC(=O)NC3CC3)n2)cc1	nt	-5.1	nt	0.9	nt	nt	0.0	nt	nt	-7.3
CCCNC(=O)c1cc(Cl)c(NC(=O)C2=CSCCO2)cc1OC	0.3	1.2	-1.4	0.9	2.0	5.7	-1.6	5.6	1.4	1.6
CCOP(=O)(OCC)/C(=C/N1CCCCC1)NC(=O)c1ccccc1	1.8	-4.2	-2.1	-1.1	-1.4	4.0	-3.7	-2.0	-3.2	4.0
COc1ccc(C(=O)N2CCC(CCC(=O)Nc3cccc(C)c3)CC2)cc1	-7.6	0.0	-1.3	0.9	6.6	-4.4	-4.0	-1.4	0.1	-1.6
CCOCCCn1c(SC(C)C(=O)NCC2CCCO2)nc2sc(C)c(C)c2c1=O (stereo unspecified)	-2.6	-2.9	-0.9	-0.9	-2.8	2.7	-7.1	4.1	4.0	3.3
COc1ccc(OC)c(NC(=O)Cc2coc3ccc(C)cc23)c1	-2.2	-8.3	-2.0	-19.5	-7.3	-12.6	-2.0	0.2	-0.1	-4.0
Nc1ccc(S(=O)(=O)Nc2ccnn2-c2ccccc2)cc1	1.2	5.9	-2.5	-0.6	-8.3	-3.8	-4.2&-8.7	1.2	-5.4	1.8
Cc1cccc(OCC(=O)OCC(=O)Nc2sccc2C(N)=O)c1	8.0	2.2	0.3	-1.9	2.8	8.0	6.5	-2.6	-2.6	-2.8
CCCCC1CCC(/C(N)=N/O)CC1 (stereo unspecified)	-1.1	3.2	-0.5	3.6	7.5	-6.9	-0.6	1.1	9.8	-4.1
COc1cccc(CNC(=O)c2n[nH]c3ccccc23)c1	-2.3	2.3	0.2	0.7	6.2	-7.0	-1.4	0.6	-6.9	0.7
COc1ccc(OC)c(NC(=O)CN(C)S(=O)(=O)c2ccc(Cl)cc2)c1	-2.8	-4.9	-2.4	-2.6	-3.8	-2.9	0.5	-1.0	10.6	-8.0
Cc1cc(NC(=O)c2cc(-c3ccncc3)nc3ccccc23)ccc1Br	7.0	-10.0	0.6	-70.4	7.0	-84.3	5.2	-0.9	23.2	-4.2
NC(Cc1ccc(C(F)(F)F)cc1)c1csc(Nc2ncccn2)n1 (stereo unspecified)	13.1	-10.6	1.1	7.0	5.6	nt	0.1	-7.2	-9.6	-3.4
Cc1nn(-c2ccc(Cl)cc2Cl)c(C)c1C(=O)O	0.9	0.9	-0.4	-3.7	-1.7	1.6	0.5	-4.9	-10.7	-4.5
O=C(CCn1c(=O)sc2ccccc21)NCCN1CCOCC1	-0.3	-0.5	-0.6	9.8	-7.8	1.9	2.4	-1.2	-2.7	2.8
CCNS(=O)(=O)c1ccc(CCC(=O)NCc2ccc3c(c2)OCO3)cc1	-5.0	1.0	0.0	0.0	-3.7	0.2	-0.5	-3.6	0.2	-2.5
Cc1ccc(C)c(C2=NNC(=O)CC2)c1	-2.3	7.6	-0.3	2.0	9.2	3.2	0.4	-2.3	0.6	0.9
O=C(O)C1C2C=CC(C2)C1C(=O)NCCCN1CCCC1=O (stereo unspecified)	-3.0	0.4	-2.5	4.9	10.6	0.8	3.6	6.7	-8.6	-3.9
O=C1CSC(c2cccnc2)N1Cc1ccc(Cl)c(Cl)c1 (stereo unspecified)	-2.6	-9.8	2.2	-2.1	8.1	10.1	3.8	-1.2	15.3	-6.3
CCOC(=O)C1=C(CC)Nc2ccccc2N=C1NC(=O)c1cccc(S(=O)(=O)N2CCOCC2)c1	3.3	3.8	-0.6	1.2	-14.0	1.8	1.4	-5.1	-2.7	4.4
Cc1cccc(C(=O)NC(C(=O)Nc2ccccc2N2CCOCC2)C(C)C)c1 (stereo unspecified)	-5.7	-2.2	-1.2	1.4	-4.2	-5.0	-3.6	-3.2	-7.7	0.7
COc1ccccc1NC(=O)CSc1n[nH]c(Cc2ccccc2)n1	-2.9	1.0	-0.3	4.0	-5.9	5.3	-8.8	5.2	-2.2	-1.6
Cc1cc(C(=O)CSc2nnc(-c3ccc(Cl)cc3)n2C)c(C)n1CC1CCCO1 (stereo unspecified)	2.1	-0.3	4.0	2.5	-6.4	-1.6	-2.5	-5.7	7.8	-3.4
COc1ccc(Br)cc1C1NC(=O)NC(C)=C1C(=O)N(C)C (stereo unspecified)	-1.2	-4.3	-1.1	0.6	21.1	0.8	0.5	-0.3	6.2	-0.2
CC(C)(C)OC(=O)N1CCC(Cc2cc(-c3cccnc3)no2)(C(=O)O)CC1	3.5	1.6	1.1	-1.6	-8.4	1.1	-4.7	-0.4	-11.7	3.2
COc1cc(OC)c(OC)cc1CNCc1ccc2c(c1)OCO2	-1.5	-5.8	-1.2	13.3	11.7	-3.6	4.0	-3.4	5.3	-10.9
COc1ccc(Cc2c(C3CCCCC3)nc3ccc(C)cn23)c(C)c1	4.8	-0.7	-0.1	10.7	-8.1	nt	7.9	-4.7	1.1	5.4
COc1ccc(/C=C2\CCC/C(=C\c3ccc(OC)c(OC)c3OC)C2=O)c(OC)c1OC	-3.8	2.5	2.8	0.6	5.1	-4.0	-6.7	-2.2	7.4	-1.4
COc1ccccc1/C=C/C=N/NC(=O)c1cnccn1	0.7	9.4	-7.1	1.4	-5.6	2.2	-2.2	-2.6	7.5	-7.2
CSc1cc(-c2ccco2)oc1C(=O)c1ccco1	23.9	8.1	-0.8	14.9	-3.4	3.2	-8.5	-2.6	2.7	2.4
COc1ccc(/C=N/N2CCOCC2)cc1Cn1nc(C)c([N+](=O)[O-])c1C	-2.2	-3.8	-3.3	-5.7	0.9	-2.9	2.6	-0.4	-6.4	0.4
O=C(NC1CCCc2ccccc21)c1cn2ccccc2n1 (stereo unspecified)	0.5	-3.4	-1.0	0.9	4.8	-6.3	1.2	1.3	1.9	-0.3
O=C(NCc1ccc2c(c1)OCO2)c1nc(Cn2cc([N+](=O)[O-])cn2)no1	2.4	3.0	-0.1	-3.1	-1.8	-4.9	3.4	-4.1	-7.1	4.6
COc1ccc(CNc2nc3nc(C)c(Cl)c(C)n3n2)cc1	-2.2	3.8	0.1	3.9	6.0	7.8	-4.9	3.8	-8.7	6.2
O=C1N=C(c2ccccc2)S/C1=C\c1cccs1	15.0	-1.4	-2.6	10.9	7.4	-18.4	-2.5	2.0	-1.6	-2.1
Cc1cc2ccccc2n1CCNC(=O)C(C)Oc1ccccc1 (stereo unspecified)	8.3	-1.2	-1.5	9.0	-10.5	32.3	1.9	0.7	-4.6	-4.4
CC(C)C(=O)NCCc1nc2ccccc2n1CCOc1ccccc1	-1.3	-3.2	-1.9	4.7	5.4	-3.9	-0.7	1.7	3.8	4.2
COc1ccc(CNC(=O)C2CCN(S(=O)(=O)c3ccc(SC)cc3)CC2)cc1	0.9	0.8	0.3	-4.9	9.6	-7.5	3.4	2.8	4.8	5.0
O=C(NCC1CCCO1)Nc1ccc2c(c1)OCO2 (stereo unspecified)	0.1	1.7	0.0	6.0	-1.4	0.1	-1.2	-0.8	12.0	-7.7
CCn1c(/C=N/NC(=O)c2ccc(OC)cc2)nc2ccccc21	-0.4	4.2	-2.8	-2.8	1.0	-17.5	2.8	-1.2	4.3	-6.4
O=C(Nc1ccc(OC(F)(F)F)cc1)N1CCc2nc(NCc3cccc(Oc4ccccc4)c3)ncc2C1	7.3	1.2	0.8	-37.4	-0.6	nt	2.8	-8.6	-2.8	1.6
Cc1nn(-c2ccc(F)cc2)c2nc(N)c(C#N)c(-c3ccc(O)c(O)c3)c12	31.5	8.7	1.4	-17.4	7.3	59.2*	4.8	-1.9	5.3	1.8
Carrying on:
SMILES	rCAG RNA binder	NPR1 activator	PG9 Ab binder	ABHD4 inh	ARFGAP1 inh	HTRA1 inhibitor	NR1D1 modulator	SMARCA2 act	ASAP1 GAP inh	GC-B act
COc1cccc(CN2CCN(C(=O)c3oc4c(F)cccc4c3C)CC2=O)c1	-7.0	3.5	-1.2	-1.6	-3.8	-2.4	5.9	-1.9	-10.7	0.8
CCc1nc(Nc2cccc(OC)c2)c2oc3ccccc3c2n1	3.2	19.0	-0.2	-13.3	-0.3	-51.4	2.2	2.9	10.6	22.9
CN(C(=O)CCN1C(=O)C2C3C=CC(C3)C2C1=O)c1ccccc1 (stereo unspecified)	-0.7	2.9	-1.2	5.2	7.6	2.4	-4.1	1.6	-0.8	0.8
CC1(C)C(=O)C2(CCCCC2)C(=O)OC1c1ccc(O)cc1 (stereo unspecified)	nt	-4.2	nt	nt	nt	-14.1	7.2	nt	nt	-2.3
